LMNA splice mod: modulators of lamin A splicing; Potency, µM (series often up to 46.1 µM), for inactives: at the highest dose ratio change, negative = inhibition, actives largely listed as inhibitors; HeLa LMNA splicing GFP/RFP minigene ratio, 48 h; 200,000 tested, 0.01% active; AID 1487; active = well fitted inhibition curve with a large enough effect in the signal ratio, with a control signal flat, not every such curve was filed as active; inconclusive = small, poorly fitted or top-dose-only effect, or effect the other way, or a change in a side signal; the % refers to the signal ratio; note: potency is the fitted concentration of half-maximal effect; % is set by controls: 0 for no effect and ±100 for the full control effect
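S3 HeLa cells stably expressing lamin A-EGFP splicing minigene plus DsRed2, 600 cells/well, 48 h compound exposure at 37C. Laser-scanning cytometry; analysed as GFP (500-530 nm)/RFP (575-640 nm) total intensity ratio; 0.5% DMSO vehicle.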
HTT cytoprotect: protects HTT-Q103 PC12 cells, measured by ATP; PC12 HTT-Q103 induced, cytoprotection, ATP luminescence, 40 h; Potency, µM (titrated, usually from 56.4 µM), without a hit: cytoprotection (ATP increase), actives largely listed as activators; 230,000 tested, 0.14% active;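 note: potency is the fitted concentration of half-maximal effect; % of control where 0% means no effect; nearly all actives have a fitted effect of over 45% in size; toxic huntingtin expression switched on by the ecdysone agonist tebufenozide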
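Rat PC12, Q103 Htt exon1-GFP fusion, ecdysone promoter; tebufenozide inducer 100 nM final; compound titration; qHTS, 1500 cells/well; ATPlite luminescent read.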
Luc counter: Kinase-Glo luciferase inhibition (counter-screen); Q27757; Kinase-Glo luciferase, ATP luminescence, 8 min; Potency, µM (titrated, usually from 38.3 µM), for inactives: at the highest dose activity change, negative = inhibition, usual class: inhibitors; 200,000 tested, 0.28% active; AID 1379; note: potency is the fitted concentration of half-maximal effect; % is set by controls: 0 for no effect and ±100 for the full control effect; nearly all actives have a fitted effect of over 60% in size
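Compounds were added to a substrate mix at pH 7.2 (50 mM imidazole, 10 uM ATP, within the enzyme's linear range), followed by Kinase-Glo detection reagent; luminescence was measured after 8 minutes at ambient temperature.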
IMPase Li inh: IMPase inhibition in cells with lithium potentiation; Potency, µM (top dose mostly 59.4 µM), inactives show at the top dose activity, negative = IMPase inhibition, hits mostly inhibitors; 210,000 tested, 0.35% active; AID 1457; CHO-M1 cells, IP1 TR-FRET (IP-One), carbachol + lithium;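 note: IP1 builds up when IMPase is blocked and the TR-FRET signal falls; potency is the fitted concentration of half-maximal effect; plate controls were basal vehicle for no effect and high inhibitor control for full effect; nearly all actives have a fitted effect of over 50% in size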
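Readout is a homogeneous TR-FRET IP1 immunoassay (Ex 320, Em 665 and 620), where raised cytosolic IP1 lowers signal. Cells were CHO-M1 treated 30 min at 37C with test compounds plus a little lithium; AC50 values came from Hill-equation fitting.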
SMN2 splice enh: SMN2 splice variant enhancement. HEK293 SMN2-luciferase splicing reporter, luminescence, 30-36 h. Potency, µM (highest dose often 46.1 µM), for inactives: top-dose activity change, positive = activation, usual class: activators. 210,000 tested, 2.8% active; note: potency is the fitted concentration of half-maximal effect; % of control where 0% means no effect; nearly all actives have a fitted effect of over 55% in size
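HEK293 cells carry an SMN2 […]–luciferase reporter in which exon 7 inclusion puts luciferase in frame. Cells were plated 10-12 h before compound addition, then incubated 30-36 h at 37C. ONE-Glo luminescence was read; sodium butyrate at 4.5 mM final served as control.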
HTT aggregate: reduces HttQ103-GFP aggregates in PC12 cells; Potency, µM (titrated, usually from 46.1 µM), without a hit: at the highest dose activity change, negative = inhibition, hits mostly inhibitors; 220,000 tested, 1.1% active; PC12 HttQ103-GFP aggregates, Acumen cytometry, 40 h; note: potency is the fitted concentration of half-maximal effect; % is set by controls: 0 for no effect and ±100 for the full control effect; nearly all actives have a fitted effect of over 60% in size
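Ecdysone-promoter PC12 model expressing HTT exon 1 Q103 fused to GFP, induced by tebufenozide at 100 nM final. Compounds titrated; aggregates sized 1–25 µm scored on a 488 nm laser cytometer.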
CBFb RUNX1 block: inhibitors of human CBF-beta and RUNX1 interaction; Q01196+Q13951; AlphaScreen CBFb-His/RUNX1-biotin binding, biochemical; Potency, µM (highest dose often 59.8 µM), for the others: at the highest dose activity, negative = inhibition, most hits filed as inhibitors; 230,000 tested, under 10 active; AID 1477; note: % of control where 0% means no effect
Target sequence (Q01196 whole entry, looked up): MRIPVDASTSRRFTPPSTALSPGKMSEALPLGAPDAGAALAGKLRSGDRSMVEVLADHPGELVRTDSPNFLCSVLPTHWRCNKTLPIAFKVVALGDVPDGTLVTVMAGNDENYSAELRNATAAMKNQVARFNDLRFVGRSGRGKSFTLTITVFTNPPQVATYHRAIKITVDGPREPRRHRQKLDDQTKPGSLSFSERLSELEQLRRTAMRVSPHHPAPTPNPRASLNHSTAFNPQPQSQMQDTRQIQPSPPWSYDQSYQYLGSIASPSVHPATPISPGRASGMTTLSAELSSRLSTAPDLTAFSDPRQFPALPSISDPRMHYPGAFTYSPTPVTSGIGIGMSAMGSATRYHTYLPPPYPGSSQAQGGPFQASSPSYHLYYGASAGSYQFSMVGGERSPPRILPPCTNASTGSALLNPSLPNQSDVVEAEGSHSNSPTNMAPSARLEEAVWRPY
Target sequence (Q13951 whole entry, looked up): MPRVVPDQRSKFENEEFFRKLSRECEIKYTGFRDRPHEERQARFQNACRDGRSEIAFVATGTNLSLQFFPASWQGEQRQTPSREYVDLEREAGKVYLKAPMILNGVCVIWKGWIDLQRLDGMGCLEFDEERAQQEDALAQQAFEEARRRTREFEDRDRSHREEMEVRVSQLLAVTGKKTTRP
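Read-out: AlphaScreen. Format: His-CBF-beta with biotinylated RUNX1 (30 nM each) preincubated 20 min, compound 15 min, Ni-chelate plus streptavidin beads 90 min; room temperature throughout.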
Active calls of the source: *; ? = inconclusive; / = not tested or not shown; & = joins results of further samples; [ ] = dose if it differs, or a comment. Unless noted, calls come from the whole dose curve; as a rule, active = well fitted curve in the direction sought with a large enough effect; inconclusive = small, poorly fitted or top-dose-only effect, or another doubt; inactive = no such curve, though single readings can be large; an effect the other way counts as inactive or inconclusive.

SMILES	LMNA splice mod	HTT cytoprotect	Luc counter	IMPase Li inh	SMN2 splice enh	HTT aggregate	CBFb RUNX1 block
COc1ccc(C(=O)/C=C/c2ccccc2)cc1	/	-28.9%	-25.7%	11.9%	20.6%	/	15.5%
CC1CCCCC1NS(=O)(=O)c1ccc(-n2cnnn2)cc1 (stereo not given)	-1.3%	-6.3%	-2.4%	9.0%[38.3 µM]	4.0%	-16.3%	-10.2%
COc1ccc(-n2cnnc2)cc1	9.5%	-1.5%	-0.9%	3.6%[38.3 µM]	1.7%	10.8%	3.3%
O=C(O)c1ccc2c(c1)C(=O)N(c1ccc(/C=C/C(=O)c3ccccc3)cc1)C2=O	/	/	-6.8%	12.8%	-14.4%	/	1.2%
O=C(CN1CCN(S(=O)(=O)c2ccccc2)CC1)NC(=O)NCc1ccccc1	2.3%	13.3%	-9.1%	-5.1%[38.3 µM]	0.7%	-2.1%	-1.3%
O=[N+]([O-])c1cccc(/C=N/n2c(-c3cccnc3)n[nH]c2=S)c1	?	/	0.0%	-0.1%	-12.7%	29.1%	-0.1%
CNc1nc(C)c(C(=O)OCc2ccccc2)s1	-3.1%	-11.3%	2.9%	17.6%[38.3 µM]	?	-15.2%	-4.6%
CCOC(=O)c1c(-c2ccc(C)cc2)csc1NC1=NS(=O)(=O)c2ccccc21	17.5%	-3.6%[10 µM]	1.4%	11.2µM*	-7.2%	-10.0%	5.9%
COc1ccc(Cl)cc1NC(=O)N(C)Cc1c(C)nn(C)c1C	-4.3%	8.9%[1.9 µM]	2.7%	26.1%[38.3 µM]	-19.6%	8.7%	-1.5%
COn1c(C)c(C)c2c3nonc3ccc21	/	-16.9%[10 µM]	/	/	/	-22.1%[9.22 µM]	11.9%

Record cards, from the list above.
CNc1nc(C)c(C(=O)OCc2ccccc2)s1 is listed as LMNA splice mod: -3.1%; HTT cytoprotect: -11.3%; Luc counter: 2.9%; IMPase Li inh: 17.6%[38.3 µM]; SMN2 splice enh: ?; HTT aggregate: -15.2%; CBFb RUNX1 block: -4.6%
CCOC(=O)c1c(-c2ccc(C)cc2)csc1NC1=NS(=O)(=O)c2ccccc21 is listed as LMNA splice mod: 17.5%; HTT cytoprotect: -3.6%[10 µM]; Luc counter: 1.4%; IMPase Li inh: 11.2µM*; SMN2 splice enh: -7.2%; HTT aggregate: -10.0%; CBFb RUNX1 block: 5.9%

Going on with the list.
SMILES	LMNA splice mod	HTT cytoprotect	Luc counter	IMPase Li inh	SMN2 splice enh	HTT aggregate	CBFb RUNX1 block
N#CCOC(=O)c1sccc1-n1cccc1	7.9%	-11.2%	0.4%	1.6%[38.3 µM]	-5.3%	8.3%	2.5%
CC(=O)Nc1ccc2c(c1)OCCOCCOc1cc(NC(C)=O)ccc1OCCO2	/	15.7%[10 µM]	/	/	/	8.8%[9.22 µM]	?
O=S(=O)(Nc1ccc(Cl)cc1)c1ccc2c(c1)CCO2	/	26.6%[10 µM]	/	/	/	10.9%[9.22 µM]	2.1%
NS(=O)(=O)c1ccc(CNC(=O)C23CC4CC(CC(C4)C2)C3)cc1	7.2%	-34.9%	5.8%	3.5%[38.3 µM]	-21.3%	-2.3%	-9.1%
CCOC(=O)C1CCCN(S(=O)(=O)c2ccc(Br)c(OC)c2)C1 (stereo not given)	3.1%	8.6%	0.7%	44.0%[activator][38.3 µM]	?	-3.6%	10.1%
O=C(COC(=O)c1ccc(O)cc1)Nc1ccccc1-c1ccccc1	?	5.6%[10 µM]	-0.6%	15.7%	-25.6%	16.9%	22.9%
COc1ccc(/C=C/C(=O)ONC2=NCCCCC2)cc1OC	8.3%[46 µM]	-21.3%	-4.9%	6.3%	-46.8%[inhibitor]	9.7%	5.0%
Oc1ccc(NC(=S)N=Nc2c(O)[nH]c3ccc(Br)cc23)cc1	/	-51.7%[inhibitor]	-2.3%	1.5%	-0.9%	?	?
COc1cc(/C=C/C(=O)OCC(=O)Nc2cc(S(=O)(=O)N(C)C)ccc2Cl)ccc1O	/	-5.0%[10 µM]	/	/	/	-32.4%[9.22 µM]	6.8%
COc1ccc(Nc2nnc(Cc3ccc(Cl)cc3)c(=O)[nH]2)c(OC)c1	?	11.0%	6.6%	17.2%[38.3 µM]	12.4%	-7.7%	-13.5%

By substructure: the entries above with a Cl atom
SMILES	LMNA splice mod	HTT cytoprotect	Luc counter	IMPase Li inh	SMN2 splice enh	HTT aggregate	CBFb RUNX1 block
COc1ccc(Cl)cc1NC(=O)N(C)Cc1c(C)nn(C)c1C	-4.3%	8.9%[1.9 µM]	2.7%	26.1%[38.3 µM]	-19.6%	8.7%	-1.5%
O=S(=O)(Nc1ccc(Cl)cc1)c1ccc2c(c1)CCO2	/	26.6%[10 µM]	/	/	/	10.9%[9.22 µM]	2.1%
COc1cc(/C=C/C(=O)OCC(=O)Nc2cc(S(=O)(=O)N(C)C)ccc2Cl)ccc1O	/	-5.0%[10 µM]	/	/	/	-32.4%[9.22 µM]	6.8%
COc1ccc(Nc2nnc(Cc3ccc(Cl)cc3)c(=O)[nH]2)c(OC)c1	?	11.0%	6.6%	17.2%[38.3 µM]	12.4%	-7.7%	-13.5%

Next compounds follow:
SMILES	LMNA splice mod	HTT cytoprotect	Luc counter	IMPase Li inh	SMN2 splice enh	HTT aggregate	CBFb RUNX1 block
O=C1CCCN1CCC1CCN(C2CC(=O)N(c3ccc(F)cc3)C2=O)CC1 (stereo not given)	2.9%	-12.5%	-1.6%	-13.7%[38.3 µM]	-8.2%	16.7%	1.8%
CC(C)CNC(=O)NC(=O)COC(=O)c1cc([N+](=O)[O-])ccc1NCc1ccccc1Cl	-5.1%[46 µM]	-1.8%	2.2%	9.5%	3.1%	21.9%	-3.0%
CC(=O)NC1=NC(=O)/C(=C/c2cn(C(C)=O)nc2-c2ccccc2)S1	?	0.6%	-2.5%	-0.6%	7.2%	?	2.4%
O=C1C2CCCN2C(=O)N1CCCCN1CCN(c2ccc(F)cc2)CC1 (stereo not given)	2.5%	/	-1.5%	-3.8%	2.7%	10.7%	0.2%
COc1c(C)cccc1C(=O)Nc1ccc(N2CCN(S(C)(=O)=O)CC2)cc1	8.3%	-12.6%	2.0%	-8.8%[38.3 µM]	?	24.2%	4.2%
CC1CCCC(NC(=O)COC(=O)c2cc(S(=O)(=O)N3CCCCC3)ccc2N2CCOCC2)C1C (stereo not given)	8.4%	-12.8%	-3.7%	27.0%[38.3 µM]	3.6%	24.6%	1.9%
CCOC(=O)N1CCC(N2CCCC(C(=O)c3ccc4cc(OC)ccc4c3)C2)CC1 (stereo not given)	?	15.5%[10 µM]	-0.2%	21.1%	/	13.1%[9.22 µM]	-3.8%
c1ccc(C2CN3CCSC3=N2)cc1 (stereo not given)	?	?	-0.7%&-4.3%&-1.3%	23.9%&-7.9%&2.5%	43.7%&-7.1%&-5.0%	-10.2%&-10.8%	-1.9%&13.1%&2.2%
CC(C)CC(c1nnnn1C1CCCC1)N1CCC(C(N)=O)CC1 (stereo not given)	/	?	-0.2%	14.9%	2.8%	-1.3%	2.3%
CCCC(=O)N(c1ccc(OCC)cc1)C1C=CS(=O)(=O)C1 (stereo not given)	-2.1%	16.2%	1.8%	1.9%[38.3 µM]	16.5%	7.2%	0.9%
O=c1cc(CO)oc(CN2CCN(c3ccccc3F)CC2)c1O	2.8%	-20.9%[0.074 µM]	-1.3%	1.5%[38.3 µM]	5.8%	7.2%	0.6%
Cc1cc(C(F)(F)F)n(-c2nc(C(=O)Nc3cccnc3)cs2)n1	/	5.1%	3.1%	2.0%	4.6%	1.5%	3.6%
COc1ccc2[nH]cc(CCNc3nc(-c4ccc(C(=O)N(C)C)cc4)nc4ccccc34)c2c1	?	-78.2%[inhibitor]	-15.4%	19.5%	11.2µM*	/	/
O=C1CCc2cc(S(=O)(=O)NC(Cc3ccccc3)C(=O)NC3CCCC3)ccc2N1 (stereo not given)	17.6%	-9.2%	-7.0%	-3.5%[38.3 µM]	8.1%	3.1%	2.6%
CC(=O)c1c(C(C)=O)c(C)n(-c2cccc([N+](=O)[O-])c2)c1C	-0.6%	/	1.8%	3.6%	-13.2%	0.7%	6.3%
CC(=O)N(C)c1ccc(NC(=O)Nc2ccccc2C)cc1	?	/	-29.3%	1.1%	12.6µM*	8.3%	14.4%
N#C/C(=C/c1ccc(C(=O)O)cc1)C(=O)Nc1ccccc1	/	7.8%	/	-6.6%	/	-4.5%	6.5%
Cn1c(SCc2cc(=O)[nH]c3ccccc23)nnc1-c1ccco1	3.2%	-0.1%	-0.7%	4.6%[38.3 µM]	-5.1%	10.8%	7.8%
O=C1c2cc(S(=O)(=O)NCCO)ccc2-c2ccc(S(=O)(=O)NCCO)cc21	/	14.2%[10 µM]	0.2%	-4.8%	0.1%	6.2%	-7.2%
COCCN(C(=O)c1csnn1)C(C(=O)NC1CCCCC1)c1cccs1 (stereo not given)	1.4%	-2.9%[10 µM]	2.5%	22.9%[38.3 µM]	?	1.8%	7.6%
Cc1cc(C(=O)OCC(=O)NC(C)C)c2ccccc2n1	/	-4.8%[10 µM]	/	/	/	-26.1%[9.22 µM]	8.1%
Cc1ccc(NC2=NCC(=O)N2c2ccc3c(c2)OCCO3)c(C)c1	-17.1%	-19.1%[10 µM]	2.9%	-0.4%	-2.8%	3.1%	1.1%
CCOC(=O)c1cc(-c2ccc(C)o2)n[nH]1	3.2%	8.6%	0.8%	32.0%[38.3 µM]	-11.8%	5.7%	1.5%
CC(C)c1ccc(NC(=S)NCCc2c[nH]c3ccccc23)cc1	?	/	-0.5%	7.1%	12.2%	?	?
COc1ccc(CCC(=O)N/N=C\c2cccs2)cc1	/	-36.7%	-1.6%	?	-2.4%	-11.8%	3.0%
O=C(c1ccccc1)N1CCN(CC#Cc2ccccc2)CC1	?	-6.5%[0.074 µM]	-3.3%	-1.1%[38.3 µM]	10.7%	-4.3%	5.4%
Cc1ccccc1-c1cc(=O)c2c(O)cccc2o1	/	-15.7%[10 µM]	/	/	/	-22.6%[9.22 µM]	4.0%
COC(=O)CSC1=C(C#N)C(c2ccc(F)cc2)CC(=O)N1 (stereo not given)	-10.6%	-4.3%	1.5%	9.3%[38.3 µM]	-9.2%	-6.1%	-5.0%

Assay outcomes deposited in PubChem BioAssay by National Center for Advancing Translational Sciences (NCATS).
